Screening data as filed in PubChem BioAssay.
Fluorescein autfl – qHTS Assay for Spectroscopic Profiling in Fluorescein Spectral Region | AID 593, 2007 | Compound autofluorescence, 480/540 nm, fluorescein-equivalent; active compounds read high | 59,000 compounds, 0.91% hits | max fluorescein-equivalent concentration, M; in the data active = max fluorescein-equivalent concentration above about 10 nM; inconclusive = between about 1.1 nM and that limit
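Spectral profiling of library compounds in the fluorescein window (480 nm excitation, 540 nm emission) after 15 min at room temperature in pH 8.0 Tris (100 mM). Values are dye-equivalent concentrations.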
ERK AVP block – qHTS Assay for Inhibitors of the ERK Signaling Pathway using a Homogeneous Screening Assay. HEK293-V1b, vasopressin-stimulated pERK AlphaScreen. Potency, µM (series often up to 57.5 µM), inactives show at the highest dose activity, negative = inhibition, usual class: inhibitors. 72,000 compounds, 0.99% hits; also: potency is read from the fitted curve at half-maximal effect; % is scaled to controls: 0 for no effect and ±100 for the full control effect; nearly all actives have a fitted effect of over 55% in size
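Overnight-seeded V1b-HEK293 cells in 1% FBS got compound, then vasopressin (25 nM final, 5 min, 37C), then lysis buffer. AlphaScreen detection of phospho-ERK; activity normalized to basal and full-stimulation controls.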
Texas Red fluor – qHTS Assay for Spectroscopic Profiling in Texas Red Spectral Region; 59,000 compounds, 0.06% hits; max dye-equivalent concentration, M; Compound fluorescence, Texas Red channel, 547/618 nm; active compounds read high; in the data active = max dye-equivalent concentration above about 10 nM; inconclusive = between about 1.1 nM and that limit
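Pin-transferred compounds and Texas Red standards go into 100 mM Tris buffer, pH 8.0. After 15 min at room temperature, plates are imaged with 547/618 nm filters. Each value is a dye-equivalent concentration derived from the per-plate dye curve.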
UbGFP stabilizer – Ubiquitin-GFP Assay; Potency, µM (series often up to 45.9 µM), for the others: at the top dose activation (GFP accumulation), usual class: activators; 67,000 tested, under 10 active; AID 526, 2006; Ubiquitin-GFP reporter cells, proteasome inhibition, GFP fluorescence; response scale: untreated = 0%, 10 µM MG-132 = 100%; active = well fitted activation curve with a large enough effect, not every such curve was filed as active; inconclusive = small, poorly fitted or top-dose-only effect, or another doubt; inactive = no such curve, though single readings can be large or run the other way; also: potency is read from the fitted curve at half-maximal effect
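U2OS cells stably expressing ubiquitin(G76V)-GFP, seeded overnight in 0.5% FBS medium, were exposed to compounds (qHTS, 46 uM to 2.9 nM) for 4 hr at 37 °C. GFP-positive cells were counted by laser cytometry (488 ex/515 em), normalized between basal and 10 uM MG-132.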
CRE-bla Fsk – Cell signaling CRE-BLA (Fsk stim). CHO CRE-bla reporter (cAMP response element driving beta-lactamase), forskolin EC10, beta-lactamase ratio. Potency, µM (series often up to 38.2 µM), inactives show at the top dose activity change, negative = inhibition, usual class: activators. 71,000 compounds, 2.5% hits. AID 662, 2007; active = well fitted activation curve with a large enough effect in the signal ratio, with a control signal flat, not every such curve was filed as active; inconclusive = small, poorly fitted or top-dose-only effect, or effect the other way, or a change in a side signal; the % refers to the signal ratio; also: potency is read from the fitted curve at half-maximal effect; % of control where 0% means no effect
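Beta-lactamase reporter under a cAMP responsive element in CHO cells; compounds tested in titration series against EC10 NKH 477, 3 h at 37 °C. Read-out: CCF4 FRET ratio 460nm/530nm (excitation 405nm) giving %Activity, fitted to AC50.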
4-MU autofl – qHTS Assay for Spectroscopic Profiling in 4-MU Spectral Region; AID 589, 2007; 59,000 compounds, 11% hits; max dye-equivalent concentration, M; compound autofluorescence, 340/450 nm, 4-MU equivalents; active compounds read high; in the data active = max dye-equivalent concentration above about 10 nM; inconclusive = mostly about 1.1 nM to 9.6 nM
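Intrinsic fluorescence at 340/450 nm (ex/em) was read after 15 min at room temperature in pH 8.0, 100 mM Tris. Each compound concentration expressed as 4-MU-equivalent concentration from a six-point 4-MU standard series on each plate.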
GFP derepression – qHTS Assay for Epigenetic Modulators | mouse C127i GFP locus derepression, cytometry, 30 h | Potency, µM (titrated, usually from 46.1 µM), without a hit: at the top dose GFP derepression (activation) | 68,000 compounds, 0.09% hits | AID 597, 2007; also: % of control where 0% means no effect
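Derepression screen: silenced CMV-GFP reporter in murine C127i cells, 30 h compound incubation at 37 C, washed cells imaged by laser-scanning cytometer to enumerate GFP-expressing objects of 20 to 120 um.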
A350 autofl – qHTS Assay for Spectroscopic Profiling in A350 Spectral Region. 59,000 compounds, 11% hits. AID 590, 2007. Compound autofluorescence, 340/450 nm, Alexa 350 dye-equivalents; active compounds read high. max dye-equivalent concentration, M; in the data active = max dye-equivalent concentration above about 10 nM; inconclusive = mostly about 1.1 nM to 9.6 nM
HBB splice mod – qHTS Assay for Modulators of Hemoglobin Beta Chain Splicing; HBB splicing reporter cell assay, activation; EGFP reporter with mutant IVS2-654 intron; response scale: normalised to 500 nM splice-correcting PNA; Potency, µM (series often up to 46.1 µM), inactives show top-dose activation, hits mostly activators; 65,000 compounds, 0.06% hits; AID 925, 2007; also: potency is read from the fitted curve at half-maximal effect; 0% is about no effect
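Compounds were applied for 2 days to HeLa EGFP-654 cells, 500/well in Optimem with 2% FCS. The reporter's EGFP is disrupted by mis-splicing of beta-globin intron IVS2-654. Readout: summed well GFP fluorescence from 488 nm laser scanning; reference was 500 nM antisense […] 654 PNA.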
Hsp90 Hop PPI – qHTS Assay for Disrupters of an Hsp90 Co-Chaperone Interaction; Hsp90 C-terminal peptide / TPR2A (Hop) interaction, human; AlphaScreen TPR2A-His6 binding biotin-Hsp90 C-terminal peptide; Potency, µM (doses to about 57 µM), for the others: at the highest dose activity change, negative = inhibition; 71,000 compounds, 0.44% hits; AID 595, 2007; active = well fitted curve in either direction with a large enough effect; inconclusive = small, poorly fitted or top-dose-only effect, or another doubt; also: potency is read from the fitted curve at half-maximal effect; % is scaled to controls: 0 for no effect and ±100 for the full control effect; many of its hits are not listed in these tables
Luciferase inh – qHTS Assay for Inhibitors of Firefly Luciferase; purified firefly luciferase, luminescence, 8 min; Potency, µM (top dose mostly 57.1 µM), for inactives: at the highest dose activity change, negative = inhibition, usual class: inhibitors; 72,000 compounds, 2.2% hits; also: potency is read from the fitted curve at half-maximal effect; % is scaled to controls: 0 for no effect and ±100 for the full control effect; nearly all actives have a fitted effect of over 40% in size
Target sequence (P08659 whole entry, looked up): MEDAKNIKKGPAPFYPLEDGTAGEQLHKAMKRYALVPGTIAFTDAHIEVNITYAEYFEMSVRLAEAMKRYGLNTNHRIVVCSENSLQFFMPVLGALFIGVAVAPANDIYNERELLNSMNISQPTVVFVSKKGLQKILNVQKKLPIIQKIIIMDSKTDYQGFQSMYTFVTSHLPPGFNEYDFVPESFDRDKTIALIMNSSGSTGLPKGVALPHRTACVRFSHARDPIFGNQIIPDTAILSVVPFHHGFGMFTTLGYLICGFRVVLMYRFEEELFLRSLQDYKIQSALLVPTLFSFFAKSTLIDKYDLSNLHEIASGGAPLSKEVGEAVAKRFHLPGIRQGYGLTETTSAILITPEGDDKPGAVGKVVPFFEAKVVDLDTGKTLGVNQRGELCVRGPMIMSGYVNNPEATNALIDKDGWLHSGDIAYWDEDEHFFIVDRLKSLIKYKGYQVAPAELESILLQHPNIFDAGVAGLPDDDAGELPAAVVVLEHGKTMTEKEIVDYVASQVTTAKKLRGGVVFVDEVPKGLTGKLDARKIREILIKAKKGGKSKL
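Substrate buffer containing 10 uM ATP (pH 7.2 imidazole, Mg2+, KCl, detergent, BSA) is dispensed, compound pinned in, then luciferase/luciferin detector mix added. After 8 min at ambient temperature, light output is measured.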
An asterisk follows results filed as active; i = inactive; ? = inconclusive; · = not tested or not shown; & = joins results of further samples; [ ] = remark or other dose. Unless noted, calls follow the shape of the dose curve; as a rule, active = well fitted curve in the direction sought with a large enough effect; inconclusive = small, poorly fitted or top-dose-only effect, or another doubt; inactive = no such curve, though single readings can be large; an effect the other way counts as inactive or inconclusive. Only part of the results is shown, so the mix of outcomes need not match the whole.

The opening 3 records as a preview:
Values in the order – Fluorescein autfl, ERK AVP block, Texas Red fluor, UbGFP stabilizer, CRE-bla Fsk, 4-MU autofl, GFP derepression, A350 autofl, HBB splice mod, Hsp90 Hop PPI, Luciferase inh
1	O=C(c1cccs1)c1cn(CC(=O)N2CCc3ccccc3C2)c2ccccc12
    i, -9%, i, 0%, -18%, 1.1e-08M*, -5%, ?, 0.4%, -5%, -1%
2	CCOC(=O)NC(O)C(=O)c1cccs1 (stereo unspecified)
    i, ·, i, ·, ·, i, 3%[20.6 µM], i, ·, ·, 3%[25.5 µM]
3	CCNc1ncc2nc(-c3cccs3)c(=O)n(-c3ccc(OC)cc3)c2n1
    ?, -12%, i, ?, ?, 1.2e-08M*, ?, 1.3e-08M*, ?, -4%, -1%[11.4 µM]

Results, repeating the preview:
Values in the order – Fluorescein autfl, ERK AVP block, Texas Red fluor, UbGFP stabilizer, CRE-bla Fsk, 4-MU autofl, GFP derepression, A350 autofl, HBB splice mod, Hsp90 Hop PPI, Luciferase inh
1	O=C(c1cccs1)c1cn(CC(=O)N2CCc3ccccc3C2)c2ccccc12
    i, -9%, i, 0%, -18%, 1.1e-08M*, -5%, ?, 0.4%, -5%, -1%
2	CCOC(=O)NC(O)C(=O)c1cccs1 (stereo unspecified)
    i, ·, i, ·, ·, i, 3%[20.6 µM], i, ·, ·, 3%[25.5 µM]
3	CCNc1ncc2nc(-c3cccs3)c(=O)n(-c3ccc(OC)cc3)c2n1
    ?, -12%, i, ?, ?, 1.2e-08M*, ?, 1.3e-08M*, ?, -4%, -1%[11.4 µM]
4	Cc1ccc2nc(-c3ccc(NC(=O)c4ccc(N)cc4)c(S(=O)(=O)O)c3)sc2c1
    i, 26%[11.5 µM], i, -5%[9.17 µM], 2%[7.6 µM], 5.5e-06M*, 2%[9.22 µM], 5.8e-06M*, 3.2%[9.22 µM], 2%[11 µM], -29%[11.4 µM]
5	c1ccc(Cn2nnnc2C(c2cccs2)N2CCOCC2)cc1 (stereo unspecified)
    i, 0%, i, 2%, -1%, i, -1%, i, ·, -3%, 5%
6	Cc1ccc(S(=O)(=O)N2CCCC(C(=O)N(Cc3cccs3)C3CC3)C2)cc1 (stereo unspecified)
    i, 7%, i, -3%, -12%, i, -2%, i, -0.2%, 7%, -1%
7	O=C(O)c1cc(=O)cc(C(=O)O)[nH]1
    ?, -16%&31%, i, 0%, -4%&-2%, i, -2%&-2%, i, 0.0%[0.369 µM], -3%&-9%, 1%&0%
8	CCCn1c(C)nc2c(NCCCN3CCCCC3C)nc(C)nc21 (stereo unspecified)
    ·, 6%, ·, 5%, 4%, ·, ·, ·, 0.8%, 0%, ·
9	Cn1c(N)c(S(=O)(=O)c2ccc(Br)cc2)c2nc3ccccc3nc21
    i, ?, ?, -3%, 16µM*, 8e-07M*, -4%, 5e-07M*, 3.1%[1.84 µM], 24%, 1%
10	CCOC(=O)N1CCN(C(=O)CSc2nnc(Cc3ccccc3)o2)CC1
    ·, 6%, ·, -9%, -16%, ·, -2%, ·, -1.1%, -1%, 3%
11	Cc1cccc(C)c1NC(=O)CSc1nnc([C@H](C)NC(=O)OC(C)(C)C)o1
    i, 4%, i, -3%, 0%, i, 0%, i, 0.7%[57.5 µM], -3%, 2%
12	Cn1c(=O)c2c(nc(SCc3cccnc3)n2Cc2ccc(F)cc2)n(C)c1=O
    i, -15%, ?, -2%, 10%, i, -2%, i, -0.8%, -2%, 2%
13	Brc1cccc(-c2n[nH]c(-c3ccccc3)n2)c1
    i, -11%, i, 4%, -1%, ?, 2%, 1.1e-08M*, -0.7%, 1%, 0%
14	COC(=O)CSC1=C(C#N)C(c2ccc(Cl)cc2)C(C(=O)OC)C(=O)N1 (stereo unspecified)
    i, -10%, i, -7%, -1%, i, 5%, ?, 4.8%[0.369 µM], -1%, 0%
15	C[C@]12CC[C@H]3c4ccc(O)cc4CC[C@@H]3[C@H]1CC[C@@H]2OC(=O)CCc1ccccc1
    ?, 10%[11.5 µM], i, -3%[9.17 µM], 4%[7.6 µM], i, 0%[9.22 µM], i, 1.3%[9.22 µM], -5%[11 µM], 2%[11.4 µM]
16	O=C(CCn1c(=O)oc2ccccc21)NCCCN1CCCC1=O
    ·, ·, ·, -2%, -4%, ·, ·, ·, 0.5%, 0%, 2%
17	CCOc1ccc(C2C(C#N)=C(N)Oc3nc[nH]c(=O)c32)cc1OC (stereo unspecified)
    ?, -8%, i, -3%, -1%, ?, -1%, ?, -1.1%, -1%, -3%
18	NCCC(=O)O
    ·, 1%, ·, -2%, -11%, ·, 2%, ·, ·, -2%, -1%
19	CC(C)(C)N1CC(COc2ccccc2)OC1=O (stereo unspecified)
    i, 0%, i, 10%, -1%, i, -1%, i, 0.6%, -3%, 1%
20	CC(c1ccccc1)n1cc(C(=O)NCc2ccncc2)nn1 (stereo unspecified)
    ?, -19%, i, 5%, -20%, i, 0%, i, -0.7%[57.5 µM], 1%, -2%

The list continues:
Values in the order – Fluorescein autfl, ERK AVP block, Texas Red fluor, UbGFP stabilizer, CRE-bla Fsk, 4-MU autofl, GFP derepression, A350 autofl, HBB splice mod, Hsp90 Hop PPI, Luciferase inh
21	Nc1nonc1-c1noc(-c2ccccc2)n1
    i, ·, i, ·, ·, 1.1e-08M*, 0%[20.6 µM], 1.4e-08M*, ·, ·, -5%[25.5 µM]
22	Cn1c(=O)cc(OCCCC(=O)NCc2ccccn2)c2ccccc21
    i, 3%, i, 1%, ?, i, -2%, i, -0.9%, -1%, 0%
23	O=C(COc1ccc2ccccc2c1)N1CCN(c2ccccc2O)CC1
    i, -4%, i, -1%, -21%, i, 8%, i, -0.4%[57.5 µM], -5%, -1%
24	C1CCc2c(nc3nnnn3c2N2CCOCC2)C1
    i, 6%, i, 2%, 4%, i, -3%, i, ·, 0%, 0%
25	COC(=O)c1cc(=O)nc2sc3ccccc3n12
    i, 6%, i, 0%, ?, ?, -1%, ?, ·, 2%, 6%
26	COC(=O)C1(CCSC)NC(c2ccco2)C2C(=O)N(C)C(=O)C21 (stereo unspecified)
    i, 26%, i, 14%, -1%, i, 0%, i, ·, 1%, 1%
27	O=C(CN1C(=O)c2ccccc2S1(=O)=O)Nc1cccnc1
    i, -7%, i, -6%, -2%, i, 3%, i, 4.1%, -4%, 2%
28	CCOCCCn1c(=S)[nH]c2ncccc2c1=O
    i, 1%, i, 6%, -8%, i, -1%, i, -2.4%, 0%, 1%
29	CN(C)C(=O)Cn1c(=O)n(C)c2ccccc21
    i, 10%, i, -5%, 7%, i, 8%, i, -7.2%[0.369 µM], -8%, -1%
30	CCOc1ccc2c(C)nc(NC3=NC(C)(C)C=C(C)N3)nc2c1
    i, ·, i, ·, ·, 8.4e-08M*, 3%[20.6 µM], 1e-07M*, ·, ·, -2%[25.5 µM]
31	CN1CCN(CC(=O)Nc2ccc(Cl)cc2Cl)CC1
    i, -11%, i, 11%, -8%, i, 1%, i, 0.1%, -3%, 1%
32	COC(=O)c1sc(N)c(C(=O)OC)c1CSc1nnc(-c2ccccc2Cl)n1C
    i, 3%, ?, -4%, 12%, i, 0%, i, -0.1%[57.5 µM], -6%, 0%
33	CCNc1ncc2nc(-c3ccccc3)c(=O)n(-c3ccc(OC)cc3)c2n1
    i, 13%, i, 9%, ?, 4.3e-08M*, 2%[9.22 µM], 5.3e-08M*, 2.1%, 4µM*, 1%[11.4 µM]
34	Cc1cc(NC2C3CC4CC(C3)CC2C4)n2nnnc2n1 (stereo unspecified)
    i, 3%, ?, -6%, -6%, i, 4%, i, ·, 0%, -9%
35	Nc1ccnc(C(F)(F)F)c1C(=O)c1ccccc1
    i, 0%, i, -3%, ?, i, 0%, i, 7.8%[0.369 µM], -1%, 0%
36	O=C(CN(Cc1ccccc1)C(=O)c1ccco1)NCc1ccc(F)cc1
    ?, 2%, i, -7%, -4%, i, 7%, i, ·, 0%, 1%
37	CC(NS(C)(=O)=O)C(c1cccs1)N1CCN(c2ccc(F)cc2)CC1 (stereo unspecified)
    i, -10%, ?, 7%, -25%, i, -3%, i, -0.2%, -9%, -4%
